CDK5 inh – inhibitors of human CDK5/p35 kinase, primary screen, biochemical, single concentration; Cyclin-dependent kinase 5 (Homo sapiens) + Cyclin-dependent kinase 5 activator 1 (Homo …; AID 488839, 2010; inhibition, % at 10 µM; 330,000 compounds, 0.01% hits; Recombinant CDK5/p35, ADP-Glo luminescence, 60 min;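 active = highest replicate inhibition of at least 50% and at least 75% of replicates reaching 50%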;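 also: plate controls were DMSO neutral control for no effect and GW8510 at 10 µM for full effect; many of its hits are not listed in these tables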
Mot1-301 SUMO – yeast Mot1-301 growth rescue at high temperature, primary screen, SUMOylation pathway inhibitor project, S. cerevisiae, ATP luminescence, 38.5C; AID 2716, 2010; growth rescue, % at 18.8 µM; 320,000 compounds, 1% hits; S. cerevisiae Mot1-301 growth rescue; percent above DMSO median, 100 means doubled;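 active = every valid replicate shows activation above 250% relative to neutral control wells; inactive = the rest, any valid replicate at or below 250%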;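 also: OY570 slx delta 5 strain wells were the positive control but not used for scaling; some compounds called inactive have numbers as strong as hits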
PKA-R1A act – activators of PKA-R1A holoenzyme, primary screen, biochemical, fluorescence polarization, Cy5-IP20, bovine R1A, mouse PKAc; AID 504707, 2011; 340,000 compounds, 0.083% hits; PKA-R1A dissociation; scaled: DMSO 0%, 113 µM cGMP 100%; activation, % at 11.4 µM;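 active = percent activation above the mean of all tested compounds plus 3 SD, cut at about 19% in these data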;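 also: higher means more PKAc released from R1A so a rise in polarization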
Arr AP2 block – inhibitors of beta-arrestin/AP2 binding, primary screen, biochemical, GPCR trafficking, flow cytometry; beta-arrestin 1 C-terminal peptide binding to AP2 beta2-adaptin appendage (human); FITC-arrestin peptide / GST-AP2 beads; AP2 beta2 appendage carries R879A mutation; inhibition, % at 10 µM; 340,000 compounds, 0.31% hits;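 active = inhibition above a set limit, near 3 SD of compounds lacking own fluorescence, cut at about 54% in these data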;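 also: plate controls were DMSO wells for no effect and 5 µM unlabelled arrestin peptide for full effect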
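Assay system: GST-AP2 R879A bound to glutathione beads, E. coli-expressed; Medium: PBS with 0.05% Tween 20 and 0.1% BSA; Also added: fluorescein-tagged arrestin peptide at 50 nM final; Timing: 12 min plus 1 h, RT; Measured by: flow cytometry, FL1 (488/535 nm); Evaluation: percent drop in bead-associated FITC signal.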
NSD2 HMT inh – NSD2 histone methyltransferase inhibitors, primary screen, biochemical, AlphaScreen, single concentration, set 2; NSD2 peptide methylation, 120 min; inhibition, % at 12.5 µM; 310,000 compounds, 0.54% hits; AID 743445, 2014; in the data active = inhibition above about 50%
MITF act – activators of MITF-driven TRPM1 promoter reporter, primary screen, cell-based, SK-MEL-5, luciferase, single point. activation, % at 12.5 µM. AID 588334, 2011. 300,000 compounds, 0.75% hits. SK-MEL-5 TRPM1-promoter luciferase, 24 h; % of positive control, neutral wells = 0;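 active = mean activation of at least 80% with every replicate also reaching 80%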;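 also: 0% = neutral control wells and 100% = parthenolide positive control wells; values of inactives mirror those of a sister screen read the other way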
SR-BI DiI-HDL act – activators of SR-BI mediated DiI-HDL uptake, primary screen, ldlA[mSR-BI] CHO cells, DiI fluorescence; activation, % at 12.5 µM; 320,000 compounds, 0.096% hits; AID 504775, 2011; 3 h; 100 = double the neutral-control signal;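 active = mean replicate activation of at least 60% and every replicate at or above 60%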;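 also: 0% = median plate neutral-control signal and 100% = twice that signal; values of inactives mirror those of a sister screen read the other way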
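Material – SR-BI-overexpressing, LDLR-lacking CHO cells · Medium – BSA-supplemented, HEPES-buffered Ham's F12, pH 7.4 · Doses – single concentration · Times – compound with DiI-HDL co-incubation, 3 h at 37 °C · Measured by – bottom-read fluorescence, 550/595 nm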
SR-BI DiI inh – inhibitors of SR-BI mediated HDL lipid uptake, primary screen, ldlA[mSR-BI] cells, fluorescence, single point; Scavenger receptor class B member 1 (Mus musculus), Q61009; ldlA[mSR-BI] CHO cells, DiI-HDL uptake fluorescence, 3 h; inhibition, % at 12.5 µM; 320,000 compounds, 0.96% hits; AID 488896, 2010;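 active = mean replicate inhibition of at least 70% and a set share of replicates each scoring 70 or more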;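 also: 0% = median of neutral control wells and 100% = median of positive control wells; values of inactives mirror those of a sister screen read the other way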
Pemphigus Ab inh – inhibitors of pemphigus antibody binding to DSG3, primary screen, biochemical, bead-based, flow cytometry, scFv-GFP | binding (percent of control), % at 10 µM | DSG3-coupled beads, scFv-anti-DSG3-GFP binding; active compounds read low | 310,000 compounds, 0.48% hits | AID 588358, 2011 | Desmoglein-3 (Homo sapiens), P32926;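 active = binding more than 3 SD below its plate's average and above zero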;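 also: hits lower antibody fragment binding to DSG3; some compounds called inactive have numbers as strong as hits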
Target sequence (P32926 whole entry, looked up, the tested form may be a part): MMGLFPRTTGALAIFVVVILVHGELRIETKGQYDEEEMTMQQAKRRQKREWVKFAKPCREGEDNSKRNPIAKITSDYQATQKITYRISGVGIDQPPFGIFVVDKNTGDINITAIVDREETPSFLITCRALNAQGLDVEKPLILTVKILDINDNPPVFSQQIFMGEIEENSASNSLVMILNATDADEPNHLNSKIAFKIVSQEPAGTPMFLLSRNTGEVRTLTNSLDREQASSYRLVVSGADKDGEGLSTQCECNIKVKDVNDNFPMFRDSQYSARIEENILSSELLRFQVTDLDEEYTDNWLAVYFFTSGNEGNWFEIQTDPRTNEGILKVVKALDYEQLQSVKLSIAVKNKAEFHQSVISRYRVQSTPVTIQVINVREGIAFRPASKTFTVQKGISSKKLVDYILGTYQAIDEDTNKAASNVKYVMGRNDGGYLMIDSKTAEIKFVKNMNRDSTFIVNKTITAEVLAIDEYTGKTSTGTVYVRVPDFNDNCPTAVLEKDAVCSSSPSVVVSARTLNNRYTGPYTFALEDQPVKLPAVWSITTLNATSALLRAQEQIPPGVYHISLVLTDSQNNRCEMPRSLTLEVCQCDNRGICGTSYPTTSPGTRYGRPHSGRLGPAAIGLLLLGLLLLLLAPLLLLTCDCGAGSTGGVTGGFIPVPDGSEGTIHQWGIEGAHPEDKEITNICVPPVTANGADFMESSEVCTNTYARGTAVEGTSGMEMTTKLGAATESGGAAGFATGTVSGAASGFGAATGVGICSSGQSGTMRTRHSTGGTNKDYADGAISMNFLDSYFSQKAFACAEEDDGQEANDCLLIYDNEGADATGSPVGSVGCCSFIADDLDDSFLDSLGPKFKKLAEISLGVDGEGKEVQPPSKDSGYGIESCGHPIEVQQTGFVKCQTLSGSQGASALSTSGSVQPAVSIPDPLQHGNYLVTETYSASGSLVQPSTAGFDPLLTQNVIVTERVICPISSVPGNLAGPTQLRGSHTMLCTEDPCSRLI
PKA-R2B act – activators of PKA-R2B holoenzyme, primary screen, biochemical, fluorescence polarization, Cy5-IP20, human; cAMP-dependent protein kinase catalytic subunit beta (Homo sapiens) + cAMP-dependent …; 340,000 compounds, 0.079% hits; PKA-R2B holoenzyme dissociation; R2B truncated from residue 108, S112A mutant; 0% DMSO only, 100% 113 µM cGMP; activation, % at 11.4 µM;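 active = activation above a cutoff set at the mean over all compounds plus 3 SD, cut at about 18% in these data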;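 also: higher means more holoenzyme dissociation and a rise in polarization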
dFosB act – activators of delta FosB homodimer, primary screen, biochemical, fluorescence polarization, TAMRA-CDK5 oligo, single point. purified delta FosB; percent of positive-control signal above neutral wells. activation, % at 25 µM. 340,000 compounds, 0.99% hits;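 active = mean activation above about 17%, with every replicate also reaching it, limit read from the data, passing the limit was not always enough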;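 also: fluorescence polarization rise as delta FosB binds a TAMRA Cdk5 AP-1 oligo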
The depositor's hits bear a star; x = not tested or not shown.

Values in the order – CDK5 inh, Mot1-301 SUMO, PKA-R1A act, Arr AP2 block, NSD2 HMT inh, MITF act, SR-BI DiI-HDL act, SR-BI DiI inh, Pemphigus Ab inh, PKA-R2B act, dFosB act
O=C1NC(Cc2ccccc2)C(=O)N1Cc1ccccc1 (configuration not stated)
 : 0.0, x, -1, 30, 1, 10, 15, -15, 98, -4, 5
Cc1cc(Cl)c(OCCOCCN2CCNCC2)c(Cl)c1
 : 0.2, 24, -16, -15, 3, 7, -3, 3, 100, -15, 2
Cc1ccc(-n2c(C)nnc2SCC(=O)N(C)C2CCS(=O)(=O)C2)cc1 (configuration not stated)
 : -0.5, 2, 0, -9, -1, 0, x, -15, 112, 4, 1
CCOc1ccc(OCc2ccc(C(=O)NC(C)C)o2)cc1
 : 0.8, 6, -2, 18, 6, x, -27, 27, 119, -6, -4
Brc1cccc(OCCN2CCc3ccccc3C2)c1
 : 0.5, 70, -5, 5, -12, 1, -10, 10, 96, 11, -1
CCOC(=O)N1CCN(CC(=O)c2ccc3c(c2)CCN3)CC1
 : -5.4, -6, -12, 7, -1, -1, 11, -11, 98, -3, -5
Cc1nnc(Sc2cc(NCCO)c([N+](=O)[O-])c3nonc23)s1
 : 2.9, x, -1, 0, 60*, -65, -14, 14, 103, -14, 1
O=C(NCCOc1ccccc1)C1Nc2ccc(C(F)(F)F)cc2C2c3ccccc3CC12 (configuration not stated)
 : 1.1, 8, 2, 2, x, -26, -24, 24, 108, -3, 7
O=C(CSc1ccc2nnc(CCNC(=O)c3ccccc3)n2n1)Nc1ccccc1F
 : -0.1, -14, 1, -1, 2, -12, -1, 1, 101, 5, 0
COc1ccc2ncc(S(=O)(=O)c3ccccc3)c(N3CCN(c4ccccc4)CC3)c2c1
 : -0.3, 62, -10, -4, 2, 6, -10, 10, 74, -8, 4
COc1cc(C2C(C(=O)Nc3ccc(F)cc3)=C(C)Nc3nc(CCCO)nn32)cc(OC)c1OC (configuration not stated)
 : -0.2, 275, -1, 17, x, x, 10, -10, 104, -5, -10
CC1(OC(=O)C2CCCC2)C(=O)C=C2C=C(c3ccsc3)N(CCCCO)C=C2C1=O (configuration not stated)
 : 0.5, -3, -3, 3, x, 6, 3, -3, 104, -10, -1
Cc1ccc(OCCOCCOc2cccc3cccnc23)c(Br)c1
 : 1.5, -12, 5, 22, 0, 21, -20, 20, x, -7, -4
Cc1ccc(N(Cc2ccccc2)C(=O)Cc2ccc(S(=O)(=O)N3CCOCC3)s2)cc1
 : -0.2, x, -1, -6, -1, 30, -3, 3, 106, -8, -3
COc1ccccc1N1CCN(/N=C(\C)c2ccc(O)cc2)CC1
 : 1.4, 0, -5, 9, 3, x, -18, 18, 100, 2, -9
COc1ccc(-c2nnc3ccc(SCC(=O)NCC4CCCO4)nn23)cc1 (configuration not stated)
 : 3.3, 7, -7, 23, x, -6, 26, -26, 107, -3, -10
CN(Cc1ccc(Cl)cc1Cl)C(=O)c1cccc(S(=O)(=O)NCc2ccccc2)c1
 : 1.2, x, -12, -12, 0, 5, -32, 32, 108, -6, -14
COC(=O)C1C(=O)C=C(Nc2ccc(F)cc2F)CC1c1ccccc1 (configuration not stated)
 : 0.2, -23, 0, 0, -1, -1, 15, -15, 96, 2, 1
Cc1ccc([N+](=O)[O-])cc1NC(=O)CSc1nncn1-c1ccccn1
 : -0.1, -3, 11, 28, 0, -1, 1, -1, 112, 8, 1
O=C(Nc1nc2c(ccc3ccccc32)s1)c1ccco1
 : 1.1, 4, 0, 26, -4, 20, -40, 40, 104, 8, 11
O=C(Nc1ccn(Cc2ccccc2F)n1)c1ccc(COc2cc(Cl)ccc2Cl)o1
 : -1.1, -1, 0, 7, 6, 16, -9, 9, 102, -8, -3
Cc1ccc(-c2cc(C(F)(F)F)c(C#N)c(SCC(=O)O)n2)cc1
 : -0.3, -9, 3, 4, -2, -20, -12, 12, 107, -11, -8
O=C(NCCCSc1ccccc1)c1ccc(=O)[nH]c1
 : 1.2, -22, -2, -3, -2, -4, 21, -21, 105, 2, -1
CC1(C)C2CCC(C2)C1(C)NC(=O)CNC1CCCCC1 (configuration not stated)
 : -0.9, -2, 1, 1, -1, -3, 12, -12, 100, 0, -1
CCOC(=O)CCC(NC(=O)c1ccccc1C(=O)NC(CCC(=O)OCC)C(=O)OCC)C(=O)OCC (configuration not stated)
 : 2.3, 361, -2, 3, 4, 9, 3, -3, 105, -2, -4
COc1ccc(Cl)cc1NC(=O)C[n+]1cccc(C)c1
 : -1.3, 0, -7, -12, -1, 4, 4, -4, 104, -4, -8
Cc1nn(-c2ccccc2)c(C)c1C(=O)NCc1cccs1
 : -0.5, 11, -10, -11, -4, -3, 1, -1, 100, -8, -6
CN(CC1COc2ccccc2O1)C(=O)CSc1ncccn1 (configuration not stated)
 : 1.4, -6, -5, 25, -1, 21, 19, -19, 123, -6, -1
Cc1ccc(C(=O)NCC(=O)NC2CCCCCC2)cc1
 : 0.3, -7, -3, 17, -3, 6, 19, -19, 106, -2, -2
COc1cc(/C=N/n2c(C3CCCCC3)n[nH]c2=S)ccc1O
 : 8.7, -24, 3, 1, -1, -1, -10, 10, 111, -7, -4
CCOc1ccc(NC(=O)CCNS(=O)(=O)c2cccc3nsnc23)cc1
 : 2.8, 12, 6, -2, 0, -14, -10, 10, x, 0, -7
Cc1ccc(S(=O)(=O)N2CCCC2C(=O)NC2=NCCS2)cc1 (configuration not stated)
 : 0.7, -17, 4, -1, 5, -1, 1, -1, 106, 0, 10
CN(Cc1nc(C(c2ccccc2)c2ccccc2)no1)CC1COCCO1 (configuration not stated)
 : 2.1, 28, 0, 13, -2, -3, 7, -7, 81, -3, -5
CC(C)=CCC/C(C)=C/CNC(=O)CC1C[C@H](C(=O)N2CCCCC2)[C@@]2(C)c3[nH]c4ccccc4c3CCN2C1=O (some centres not stated)
 : 1.5, -12, -3, -3, x, 4, -28, 28, 93, -5, -1
COc1ccccc1/C=C/c1nc(C#N)c(N(C)C)o1
 : 0.7, -5, -5, 22, -16, 77, -16, 16, 96, 0, -6
CC(NC(=O)c1cc2cc(Br)ccc2oc1=N)c1ccccc1 (configuration not stated)
 : 0.0, -21, -5, 5, -6, -15, -11, 11, 103, 4, -9
COc1ccc(OC)c(S(=O)(=O)N2CCCCCC2)c1
 : 0.8, 151, -2, -3, -2, -1, -15, 15, 103, -3, -6
CCOC(=O)c1ccccc1NC(=O)COC(=O)c1ccccc1C(=O)N(C)c1ccccc1
 : 1.0, 4, -10, 8, 2, 14, -17, 17, 103, -3, -13
CCOCCOC(=O)c1[nH]c2c(c1C)C(=O)CC(c1ccc(OC)c(OC)c1)C2 (configuration not stated)
 : 1.1, -7, 5, 19, 0, -16, -39, 39, 99, -1, 0
CCc1cc(CNC(=O)c2ccc(OC3CCN(CCc4ccccc4)CC3)cc2)on1
 : -1.9, -32, -1, -11, 16, 1, 7, -7, 97, -4, -6
CCCn1c2ccccc2c2cnn(CC(=O)NC3CCCCC3)c(=O)c21
 : -0.2, 3, -8, 41, -4, -16, -24, 24, 95, -14, 7
COc1cccc(/C=c2\sc3nc(-c4cccs4)nn3c2=O)c1OC
 : 0.0, -7, -11, 0, 1, 8, 6, -6, 93, -7, -8
COc1ccc(C2OC(=O)CC2C(=O)NCc2ccc(Cl)cc2)cc1OC (configuration not stated)
 : 1.6, -2, -4, 7, -1, 44, 11, -11, 103, -3, -3
COc1ccc(C)cc1NS(=O)(=O)c1cc(C)ccc1C
 : -0.5, -21, -4, 16, 0, 0, -26, 26, 98, -4, -2
N/C(=N\N=C\c1ccco1)SC1CC(=O)N(c2ccc(C(=O)O)cc2)C1=O (configuration not stated)
 : 0.8, 13, -5, 3, 1, -5, 60*, -60, 103, -1, 5
COc1ccc(C2CCCN2C(=O)Nc2ccc(C)c(C)c2)cc1OC (configuration not stated)
 : -0.5, 48, -9, 7, x, 4, -35, 35, 96, 10, -7
CC(C)CN(CC(C)C)S(=O)(=O)N1CCC(C(=O)NCc2ccco2)CC1
 : 1.3, -6, 5, -5, -1, -8, -36, 36, 100, 11, -1
Cc1cccnc1NC(=S)NC(=O)c1cccs1
 : 1.2, -18, 9, 0, -1, 33, -11, 11, 97, 7, -3
Cc1noc(C)c1C(=O)OCC(=O)Nc1ccccc1Oc1ccccc1
 : -1.0, -10, -11, 27, -6, 15, -4, 4, 112, -5, -12
[O-][n+]1onc2c1CCc1nnc(-c3ccccc3)cc1-2
 : 0.0, 11, -5, 14, -1, -11, 32, -32, 94, -2, 3
COc1cccc(CN2CCN(Cc3ccc(O)c(OC)c3)CC2CCO)c1 (configuration not stated)
 : -2.6, x, -1, -2, 0, -2, 12, -12, 105, -8, -4
CC(C)N1CCN(C(=O)c2ccc(NC(=O)c3ccc(Br)o3)cc2)CC1
 : -0.6, -13, -7, -10, x, 12, 3, -3, 68*, 2, -14
Cc1csc(C(C)NC(=O)c2ccc(OC3CCN(CCc4ccccc4)CC3)cc2)n1 (configuration not stated)
 : 1.6, -5, -4, 6, 14, -1, -14, 14, x, 0, -6
Cc1cccc(C)c1NC(=O)NCCCN1CCN(c2ccccc2)CC1
 : 0.2, -17, -9, -4, -1, 14, 9, -9, 99, -1, -5
COc1ccc(Cl)cc1NC(=O)CN(C)C(=O)C1CC1
 : -1.1, 6, 8, 22, -3, 2, 7, -7, 89, -2, -8
COC(=O)c1ccc(CSc2nnc(-c3ccncc3)n2Cc2ccccc2)o1
 : -0.8, -26, 5, 2, 14, 5, 12, -12, 70, 3, -3
COc1ccc(NS(=O)(=O)c2ccc(OC)c(NC(=O)CCC3CCCCC3)c2)cc1
 : -0.8, -3, -3, -11, 1, 5, -37, 37, 100, -5, 1

Screens (PubChem BioAssay)
